Compound activity from PubChem.
ERK AVP block: vasopressin-driven ERK pathway inhibition. HEK293-V1b, vasopressin-stimulated pERK AlphaScreen. Potency, µM (doses to about 57.5 µM), without a hit: top-dose activity, negative = inhibition, actives largely listed as inhibitors. hit rate 0.99% among 72,000; also: potency is read from the fitted curve at half-maximal effect; % is scaled to controls: 0 for no effect and ±100 for the full control effect; nearly all actives have a fitted effect of over 55% in size
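qHTS, compounds titrated on V1b-expressing HEK293 cells. Preincubation 30 min at 37C, vasopressin 25 nM for 5 min, lysis 10 min, bead incubation 5 hr at room temperature.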
Ub-GFP proteasome: ubiquitin-GFP accumulation via proteasome inhibition. Ubiquitin-GFP reporter cells, proteasome inhibition, GFP fluorescence; response scale: untreated = 0%, 10 µM MG-132 = 100%. 67,000 tested, under 10 active. AID 526. Potency, µM (series often up to 45.9 µM), for inactives: at the highest dose activation (GFP accumulation), most hits filed as activators; active = well fitted activation curve with a large enough effect, not every such curve was filed as active; inconclusive = small, poorly fitted or top-dose-only effect, or another doubt; inactive = no such curve, though single readings can be large or run the other way; also: potency is read from the fitted curve at half-maximal effect
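U2OS cells expressing ubiquitin(G76V)-GFP, seeded overnight in 0.5% FBS medium, then treated 4 hr at 37 C across 46 uM to 2.9 nM. GFP-positive cells counted by laser cytometry (488 ex/515 em); %activity scaled between basal and 10 uM MG-132.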
15-hLO inh: 15-hLO (ALOX15) enzyme inhibition; purified 15hLO-1, xylenol orange hydroperoxide absorbance; Potency, µM (highest dose often 57.1 µM), without a hit: at the top dose activity change, negative = inhibition, actives largely listed as inhibitors; hit rate 1.4% among 74,000; also: potency is read from the fitted curve at half-maximal effect; % is scaled to controls: 0 for no effect and ±100 for the full control effect; nearly all actives have a fitted effect of over 55% in size
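Hydroperoxide formed from arachidonic acid (50 uM) by purified human 15hLO-1 (40 nM) oxidizes ferrous iron, and the ferric-xylenol orange complex is read at 573 versus 405 nm. Compounds were preincubated 15 min; reaction ran 6 min at room temperature.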
Luciferase inh: firefly luciferase inhibition; hit rate 2.2% among 72,000; Potency, µM (series often up to 57.1 µM), for inactives: top-dose activity change, negative = inhibition, usual class: inhibitors; purified firefly luciferase, luminescence, 8 min; AID 411; also: potency is read from the fitted curve at half-maximal effect; % is scaled to controls: 0 for no effect and ±100 for the full control effect; nearly all actives have a fitted effect of over 40% in size
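Compounds were tested as concentration series (qHTS) against purified P. pyralis luciferase with luciferin and 10 uM ATP in 50 mM imidazole pH 7.2, 50 mM KCl, 7 mM MgCl2, 0.01% Tween 20, 0.05% BSA. Luminescence was read after 8 min at ambient temperature.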
CRE-bla Fsk: modulators of forskolin-stimulated CRE signaling in CHO cells. Potency, µM (series often up to 38.2 µM), for inactives: at the top dose activity change, negative = inhibition, most hits filed as activators. AID 662. CHO CRE-bla reporter (cAMP response element driving beta-lactamase), forskolin EC10, beta-lactamase ratio. hit rate 2.5% among 71,000; active = well fitted activation curve with a large enough effect in the signal ratio, with a control signal flat, not every such curve was filed as active; inconclusive = small, poorly fitted or top-dose-only effect, or effect the other way, or a change in a side signal; the % refers to the signal ratio; also: potency is read from the fitted curve at half-maximal effect; % of control where 0% means no effect
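Forskolin analogue NKH 477 at EC10 stimulated CRE-driven beta-lactamase in CHO cells alongside compound dilution series. Beta-lactamase was measured with CCF4, excitation 405 nm, emission ratio 460/530 nm.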
Hsp90 Hop PPI: changes Hsp90-Hop TPR2A binding signal, up or down | AlphaScreen TPR2A-His6 binding biotin-Hsp90 C-terminal peptide | Potency, µM (doses to about 57 µM), for the others: top-dose activity change, negative = inhibition | hit rate 0.44% among 71,000 | AID 595; active = well fitted curve in either direction with a large enough effect; inconclusive = small, poorly fitted or top-dose-only effect, or another doubt; also: potency is read from the fitted curve at half-maximal effect; % is scaled to controls: 0 for no effect and ±100 for the full control effect; many of its hits are not listed in these tables
HADH2 inhib: HADH2 (human) dehydrogenase inhibition | hit rate 3.4% among 73,000 | recombinant HADH2, NADH fluorescence, beta-hydroxybutyryl-CoA | AID 886 | Potency, µM (highest dose often 57.1 µM), without a hit: at the top dose activity change, negative = inhibition, actives largely listed as inhibitors; also: potency is read from the fitted curve at half-maximal effect; % is scaled to controls: 0 for no effect and ±100 for the full control effect; nearly all actives have a fitted effect of over 60% in size; many of its hits are not listed in these tables
Target sequence (Q99714 whole entry, looked up, one chain of several): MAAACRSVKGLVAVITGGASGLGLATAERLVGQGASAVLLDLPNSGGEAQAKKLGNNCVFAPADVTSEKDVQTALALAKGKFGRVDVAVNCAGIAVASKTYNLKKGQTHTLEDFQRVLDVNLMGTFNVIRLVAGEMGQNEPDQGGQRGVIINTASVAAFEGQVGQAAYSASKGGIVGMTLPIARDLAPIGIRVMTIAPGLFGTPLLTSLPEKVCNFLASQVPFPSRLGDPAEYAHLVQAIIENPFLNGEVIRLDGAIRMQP
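His-tagged recombinant enzyme from E. coli, 20 nM, preincubated 15 min RT with compound; reaction started with 1 mM NAD+ and 90 uM beta-hydroxybutyryl-CoA in 100 mM Tris-HCl pH 9.0. NADH fluorescence (ex 360/em 450) read over 4 min; last-minus-first difference.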
Tau fil binding: tau filament binding. P10636. Potency, µM (series often up to 57.1 µM), inactives show top-dose activity change, negative = inhibition. hit rate 2% among 71,000. recombinant tau filaments, thioflavin S fluorescence, 15 h; filaments grown with octadecylsulfate alongside compound. AID 596;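 also: potency is read from the fitted curve at half-maximal effect; % is scaled to controls: 0 for no effect and ±100 for the full control effect; actives lower thioflavin S fluorescence by blocking filaments or displacing dye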
Target sequence (P10636 whole entry, looked up): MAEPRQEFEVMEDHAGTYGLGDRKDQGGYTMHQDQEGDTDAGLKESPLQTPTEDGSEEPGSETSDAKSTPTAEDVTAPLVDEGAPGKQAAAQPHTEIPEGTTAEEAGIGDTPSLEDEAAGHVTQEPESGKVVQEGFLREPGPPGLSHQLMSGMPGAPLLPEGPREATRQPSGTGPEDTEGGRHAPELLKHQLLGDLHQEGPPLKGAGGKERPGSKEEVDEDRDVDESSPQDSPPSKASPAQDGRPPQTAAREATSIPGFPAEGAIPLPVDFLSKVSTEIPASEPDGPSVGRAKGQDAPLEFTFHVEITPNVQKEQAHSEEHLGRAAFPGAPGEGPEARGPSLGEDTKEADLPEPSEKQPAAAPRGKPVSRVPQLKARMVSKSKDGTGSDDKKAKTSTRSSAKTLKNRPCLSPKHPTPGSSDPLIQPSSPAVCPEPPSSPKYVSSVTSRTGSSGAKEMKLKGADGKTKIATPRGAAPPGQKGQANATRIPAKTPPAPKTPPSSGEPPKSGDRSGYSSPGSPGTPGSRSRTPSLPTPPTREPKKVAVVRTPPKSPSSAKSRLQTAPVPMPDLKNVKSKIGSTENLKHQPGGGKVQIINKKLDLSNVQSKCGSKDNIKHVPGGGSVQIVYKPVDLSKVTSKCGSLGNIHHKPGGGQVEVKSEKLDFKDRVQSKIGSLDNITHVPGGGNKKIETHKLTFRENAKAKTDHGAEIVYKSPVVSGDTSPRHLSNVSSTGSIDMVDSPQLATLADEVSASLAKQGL
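Thioflavine S fluorescence (ex 450, em 510 nm) reports filaments formed from 1 uM human tau plus 30 uM ODS over 15 h at 37 C (10 mM HEPES pH 7.4, 100 mM NaCl, 5 mM DTT); compounds displacing dye or blocking filaments lower signal.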
HBB splicing: modulators of hemoglobin beta chain splicing. HBB splicing reporter cell assay, activation; EGFP reporter with mutant IVS2-654 intron; response scale: normalised to 500 nM splice-correcting PNA. hit rate 0.06% among 65,000. Potency, µM (series often up to 46.1 µM), for inactives: at the highest dose activation, most hits filed as activators; also: potency is read from the fitted curve at half-maximal effect; 0% is about no effect
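HeLa cells stably expressing EGFP interrupted by mutant beta-globin intron 2 (IVS2-654), 500/well in 2% FCS. Treated with compound for 2 days at 37C. Splicing correction scored as total well GFP intensity (488 nm excitation, 500-520 nm emission); 500 nM antisense PNA served as control.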
Epigenetic mod: epigenetic GFP locus derepression in mouse cells | mouse C127i GFP locus derepression, cytometry, 30 h | Potency, µM (series often up to 46.1 µM), for the others: top-dose GFP derepression (activation) | AID 597 | hit rate 0.09% among 68,000; also: % of control where 0% means no effect
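Murine C127i mammary cells carrying a silenced, stably integrated CMV-driven GFP reporter were treated with compound for 30 hours at 37 C. After PBS washes, GFP-positive cells were counted by laser-scanning microplate cytometry.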
Pol III holo inh: DNA polymerase III holoenzyme inhibition. hit rate 0.25% among 71,000. Potency, µM (highest dose often 57.1 µM), for the others: at the top dose activity change, negative = inhibition. reconstituted DNA polymerase III holoenzyme replication, biochemical; also: potency is read from the fitted curve at half-maximal effect; % is scaled to controls: 0 for no effect and ±100 for the full control effect
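Reconstituted *E. coli* holoenzyme (0.35 nM Pol III, 1 nM beta, 154 nM SSB, 2 nM primase) was preincubated with compound for 15 min at RT. Synthesis on 1.4 nM ssM13Gori ran 35 min, then was stopped with PicoGreen/EDTA and read as dsDNA fluorescence.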
An asterisk follows results filed as active; i = inactive; ? = inconclusive; / = not tested or not shown; [ ] = remark or other dose. Unless noted, calls follow the shape of the dose curve; as a rule, active = well fitted curve in the direction sought with a large enough effect; inconclusive = small, poorly fitted or top-dose-only effect, or another doubt; inactive = no such curve, though single readings can be large; an effect the other way counts as inactive or inconclusive. These rows are one share of the data (hit frequency here may not be typical).

SMILES	ERK AVP block	Ub-GFP proteasome	15-hLO inh	Luciferase inh	CRE-bla Fsk	Hsp90 Hop PPI	HADH2 inhib	Tau fil binding	HBB splicing	Epigenetic mod	Pol III holo inh
CC(C)CC(NC(N)=O)C(=O)OCC(=O)NC(=O)NC1CCCC1 (centres undefined)	-7%	2%	10%	0%	-4%	3%	19%	5%	0.6%	0%	-5%
COc1ccc(-n2c(=O)c(-c3cccs3)nc3cnc(N4CCOCC4)nc32)cc1	18%	6%	-12%	-1%[11.4 µM]	?	-2%	17%	i	0.6%	-3%[9.22 µM]	-8%
O=C(c1ccco1)N1CCCSC1=Nc1ccccc1	13%	-10%	0%	1%	-11%	1%	3%	-9%	-2.1%	1%	-2%
O=C(/C=C\c1ccccc1)c1ccccc1O	-20%[11.5 µM]	/	9%[11.4 µM]	-7%[11.4 µM]	/	/	10%[11.4 µM]	/	-0.9%[9.22 µM]	/	/
Cn1c(-c2ccc3ccccc3n2)nc2cnccc21	-19%	-2%	9%	13µM*	?	-3%	3%	-4%	4.3%[0.369 µM]	2%	1%
CCOC(=O)N1CCN(S(=O)(=O)c2cc(Cl)ccc2Cl)CC1	-3%	-4%	3%	2%	-2%	6%	0%	7%	0.9%	-1%	-3%
COc1ccc(NC(=O)N2CCCC2C(=O)Nc2ccc(C)cc2)cc1 (centres undefined)	10%	5%	-2%	-27%	-6%	-3%	-4%	-2%	-0.1%	0%	10%
COc1ccc(NC(=O)c2c(SC)nsc2SC)cc1	13%	3%	16%	-3%	0%	-3%	-21%	113%	-1.0%	2%	1%
Cc1sc2nc(SCC(=O)NCc3ccco3)n(C)c(=O)c2c1C	3%	15%	-3%	-1%	-2%	1%	7%	-8%	-1.5%[9.22 µM]	-4%	-15%
COC(=O)CSc1nnc(-c2cccs2)n1-c1ccc(Cl)cc1	-21%	0%	-3%	4%	?	-6%	10%	12%	-1.8%	-2%	-5%
NCCC(=O)N[C@@H](Cc1cnc[nH]1)C(=O)O	18%	4%	8%[25.6 µM]	1%[11.4 µM]	-16%	1%	-7%	-3%	/	-2%[9.22 µM]	-6%
Cc1nc2ncnn2c(N2CCN(C(c3ccccc3)c3ccccc3)CC2)c1C	25µM*	0%	?	1%	?	?	25%	177%	-8.5%	-2%	-7%
CCOC(=O)C1(CC)NC(c2ccco2)C2C(=O)N(c3ccc(C)cc3)C(=O)C21 (centres undefined)	-7%[11.5 µM]	4%	1%	0%	-2%	-1%	5%	-3%	/	-2%	3%
O=C(NC1CCCC1)C1CCCN(S(=O)(=O)c2cnc[nH]2)C1 (centres undefined)	-16%	6%	1%	2%	-2%	1%	3%	4%	-0.8%	0%	1%
CCOC(=O)C1CCN(Cc2cnc(NC(=O)OC)s2)CC1	-19%	5%	8%	1%	-4%	-4%	6%	-10%	0.5%	0%	2%
Cc1cc(NC(=O)CSc2ccc(-c3nc4cc(C)c(C)cc4[nH]3)cn2)no1	19%	4%	-7%	0.32µM*	?	-5%	?	-14%	2.3%	?	-14%
COC(=O)c1c(-c2cccnc2)csc1NC(=O)c1cc(C)on1	-15%	-5%	?	13µM*	2.5µM*	-13%	5µM*	2%	12%	0%	-9%
c1cncc(-c2ccc3ncnc(N4CCNCC4)c3c2)c1	-10%	-2%	-6%	0%[2.29 µM]	?	-1%	5%	-5%	1.6%	5%[9.22 µM]	-3%
CCNc1ncc2nc(C)c(=O)n(CCOC)c2n1	-16%	10%	15%	0%[11.4 µM]	10µM*	-4%	?	1%	-1.4%	-3%[9.22 µM]	1%
CC(Sc1nc(N2CCOCC2)c2c(c1C#N)CC(C)(C)OC2)C(=O)Nc1ccccc1 (centres undefined)	-19%	3%	-26%	1%	?	-3%	?	146%	0.3%	-2%	0%
COc1ccc2[nH]c(=O)c(CN(CCCN3CCOCC3)C(=O)NCc3ccccc3)cc2c1	30%	-2%	0%	-1%	0%	-7%	-12%	12%	/	4%	-9%
CCN(CC)C(=O)c1sc(NC(=O)Cc2cccs2)c(C#N)c1C	3%	6%	0%	-3%	?	2%	4%	-2%	/	-1%	-2%
COc1ccc(-n2nnc3c(=O)n(Cc4cc(C)ccc4C)cnc32)cc1	8%	12%	6%	0%	10%	2%	13%	133%	2.1%[1.84 µM]	-2%	2%
C=CCOC(=O)C1=C(C)NC(SC)=C(C#N)C1c1ccc(OCC)cc1 (centres undefined)	16%	-3%	?	0%	?	30%	?	15%	1.6%[0.369 µM]	2%	-1%
c1ccc(CSCCc2ccncc2)cc1	-9%[11.5 µM]	0%[9.17 µM]	2%[11.4 µM]	1%[11.4 µM]	?	0%[11 µM]	0%[11.4 µM]	5%[11.4 µM]	2.5%[9.22 µM]	0%[9.22 µM]	-2%[11.4 µM]
CCOc1ccc(NC(=O)CN2C(=O)C3CCCN3C2=O)cc1 (centres undefined)	/	7%	4%	-1%	-7%	0%	-3%	7%	1.1%	/	-1%
CC(=O)Nc1ccc(S(=O)(=O)N(C2=NCC(C)S2)c2ccccc2)cc1 (centres undefined)	-20%	4%	-3%	1%	5%	-3%	3%	-3%	-0.6%	3%	-2%
COc1ccccc1CNc1ncnc2ccc(-c3cccnc3)cc12	20µM*	-10%	-1%	-1%[2.29 µM]	?	-2%	-5%	10%	-0.3%	-1%[9.22 µM]	12%
COc1cc2c(cc1O)C(SC)=NC(C)(C)C2	-2%	2%	-5%	0%	?	-4%	-25%	-11%	-0.7%	?	-4%
CCOC(=O)N1CCN(C(=O)c2ccc3c(=O)n(Cc4ccccc4)c(=S)[nH]c3c2)CC1	?	-11%	-12%	3%	?	2%	0%	-3%	2.6%	-1%	0%
CCc1c(C)nc2c(C#N)c(C)[nH]n2c1=O	27%	-1%	7%	-2%	0%	1%	-4%	6%	/	-2%	-3%
O=C(c1cc(C(F)(F)F)cc(C(F)(F)F)c1)N1CCC2(CC1)CN(Cc1ccccc1)C2	-9%	2%	-1%	1%[11.4 µM]	-1%	-6%	-11%	9%	-0.2%	2%[9.22 µM]	-6%
Cc1cc2nc(-c3cccc(NC(=O)c4ccc(Br)o4)c3C)oc2cc1C	3%	-5%[9.17 µM]	0%[11.4 µM]	7.9µM*	?	-5%[11 µM]	447%[activator][11.4 µM]	i[11.4 µM]	0.1%[0.0738 µM]	2%	-4%[11.4 µM]
CN(C)/C=N/c1c(C#N)cnn1-c1ccccc1	-19%	9%	4%	2%	21%	-4%	4%	-1%	-2.2%	-3%	-4%
CCc1c(C)nc2ncnn2c1N1CCC(C(=O)N2CCN(c3ccc(F)cc3)CC2)CC1	4%	2%	13%	0%	3%	0%	-3%	-2%	-0.4%[57.5 µM]	-3%	-1%
CCCCC1CC(CSc2ncn[nH]2)OC1=O (centres undefined)	-12%	6%	-1%	2%	-5%	-5%	-5%	-7%	-0.8%	2%	-3%
CN(C)CCC(=O)[C@@]1(O)CC[C@H]2[C@H]3CC=C4C[C@@H](O)CC[C@]4(C)[C@H]3CC[C@]21C	-14%[11.5 µM]	0%[9.17 µM]	13%[11.4 µM]	4%[11.4 µM]	-11%[7.6 µM]	-1%[11 µM]	-6%[11.4 µM]	-1%[11.4 µM]	3.2%[9.22 µM]	?	-9%[11.4 µM]
CCOc1ccc(NC(=O)CN2CCN(CC(=O)Nc3ccc4c(c3)OCCO4)CC2)cc1	16%	-7%	15%	2%	?	-5%	16%	32%	0.3%	0%	-1%
Cc1cc(Cl)ccc1OCC(=O)N1CCCCC1	-3%	-11%	-2%	-5%	-24%	-2%	2%	-2%	0.0%	-3%	-4%
